# Screens (PubChem)
# rCAG RNA binder: binders of r(CAG) RNA repeats, primary screen, biochemical, fluorescence | AID 651821, 2012 | inhibition, % at 3 µM | r(CAG) RNA repeat, TO-PRO-1 dye displacement fluorescence | 370,000 tested, 1.3% active;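 active = inhibition above the plate cutoff, the mean of all test compounds on that plate plus 3 SD, cut at about 35% in these data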;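 also: 0% = DMSO alone and 100% = 100 µM mitoxantrone as full dye displacement; higher means more dye released from RNA so lower well fluorescence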
# ASAP1 inh: inhibitors of human ASAP1 ArfGAP activity, primary screen, biochemical, fluorescence polarization. Arf-GAP with SH3 domain, ANK repeat and PH domain-containing protein 1 (Homo sapiens), …. ASAP1-stimulated ARF1 GTP hydrolysis, GDP FP detection. inhibition, % at 16.5 µM. 360,000 tested, 0.19% active. AID 624377, 2012; in the data active = inhibition above about 25%;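 also: 0% = vehicle with enzyme and substrate and 100% = no enzyme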
# ARFGAP1 inhibitor: inhibitors of rat ARFGAP1 GAP activity, primary screen, biochemical, fluorescence polarization, GDP tracer; ADP-ribosylation factor GTPase-activating protein 1 (Rattus norvegicus), Q62848; Arfgap1-stimulated ARF1 GTP hydrolysis, GDP FP detection; inhibition, % at 16.5 µM; 360,000 tested, 0.26% active; AID 651572, 2012;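 active = inhibition above a per-plate limit, mean inhibition of low control wells plus 3 SD, cut at about 25% in these data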;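 also: 0% = DMSO wells with enzyme and 100% = wells lacking Arfgap1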
# Target sequence (Q62848 1-136 limits assumed): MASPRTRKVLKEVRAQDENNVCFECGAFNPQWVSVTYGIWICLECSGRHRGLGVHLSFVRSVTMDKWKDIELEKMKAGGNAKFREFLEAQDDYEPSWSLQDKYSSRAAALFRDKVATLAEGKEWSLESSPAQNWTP
#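 Repeats: one replicate per compound; assay system: rat Arfgap1 catalytic domain, aa 1-136; times: enzyme reaction 120 min at 25 °C after 20 min preincubation; detection: FP of antibody-bound GDP Alexa 633 tracer, ex 620/em 688 nm; benchmarks: high control wells lacking Arfgap1, low control full reaction with DMSO; reagent: human ARF1(Δ1-17)-GTP substrate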
# PG9 Ab binder: binders of HIV-1 gp120 antibody PG9, primary screen, biochemical, TR-FRET | HIV-1 gp120 / PG9 antibody interaction | TR-FRET gp120-PG9 antibody binding | inhibition, % at 6.7 µM | 360,000 tested, 0.43% active | AID 624416, 2012; in the data active = inhibition above about 8.5%
# SMARCA2 activ: SMARCA2 (BRM) function activators, primary screen, cell-based, luminescence, high throughput. MG213 cells, MMTV-luciferase reporter, dexamethasone, overnight. activation, % at 9.1 µM. 370,000 tested, 1% active; in the data active = activation above about 7.8%;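 also: 0% = vehicle wells and 100% = reference activator wells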
# HTRA1 inhibitor: HTRA1 serine protease inhibitors, primary screen, biochemical, fluorescence polarization, HTS; recombinant HTRA1, FP-rhodamine activity-based probe; inhibition, % at 5.96 µM; 340,000 tested, 0.5% active; AID 504803, 2011; in the data active = inhibition above about 36%;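 also: 0% = enzyme with DMSO and 100% = wells lacking enzyme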
# Target sequence (Q92743 whole entry, looked up): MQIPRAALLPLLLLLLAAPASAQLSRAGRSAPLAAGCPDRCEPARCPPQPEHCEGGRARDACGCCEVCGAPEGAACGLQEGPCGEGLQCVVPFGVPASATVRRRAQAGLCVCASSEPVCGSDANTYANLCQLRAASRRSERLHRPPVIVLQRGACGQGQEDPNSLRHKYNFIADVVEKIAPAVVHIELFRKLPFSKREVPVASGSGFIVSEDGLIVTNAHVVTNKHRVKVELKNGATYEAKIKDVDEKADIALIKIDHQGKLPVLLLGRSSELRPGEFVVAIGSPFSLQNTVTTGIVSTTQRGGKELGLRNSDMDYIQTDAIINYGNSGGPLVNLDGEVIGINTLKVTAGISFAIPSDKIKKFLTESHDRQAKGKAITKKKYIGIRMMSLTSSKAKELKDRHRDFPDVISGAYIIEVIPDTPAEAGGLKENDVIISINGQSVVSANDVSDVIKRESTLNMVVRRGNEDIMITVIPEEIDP
# NPR1 activator: GC-A stimulated cGMP production enhancers – HEK293 GC-A cells, cGMP TR-FRET, EC30 ANP, primary screen; 0% at EC30 ANP, 100% saturating ANP; activation, % at 10 µM; 370,000 tested, 0.14% active; Atrial natriuretic peptide receptor 1 (Homo sapiens), P16066; in the data active = activation above about 40%
# mABHD4 FP: ABHD4 inhibitors, primary screen, biochemical, fluorescence polarization, mouse; purified mABHD4, FP-Rh probe fluorescence polarization; inhibition, % at 8.92 µM; 370,000 tested, 0.54% active; AID 720543, 2013; (Lyso)-N-acylphosphatidylethanolamine lipase (Mus musculus), Q8VD66;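 active = inhibition exceeding the mean over every tested compound plus 3 SD, cut at about 30% in these data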;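 also: 0% = plate median of compound wells and 100% = S159A mutant with DMSO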
# Target sequence (Q8VD66 whole entry, looked up): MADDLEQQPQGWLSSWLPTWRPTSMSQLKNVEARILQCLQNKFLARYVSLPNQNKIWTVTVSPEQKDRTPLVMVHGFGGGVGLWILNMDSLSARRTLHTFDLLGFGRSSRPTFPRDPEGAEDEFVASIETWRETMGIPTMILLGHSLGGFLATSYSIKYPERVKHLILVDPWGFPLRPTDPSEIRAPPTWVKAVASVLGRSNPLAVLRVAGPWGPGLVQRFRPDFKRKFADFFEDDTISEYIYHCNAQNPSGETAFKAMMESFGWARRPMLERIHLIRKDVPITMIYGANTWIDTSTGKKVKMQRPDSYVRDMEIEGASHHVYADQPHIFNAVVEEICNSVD
#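 System: mouse ABHD4 enzyme, wild type / Medium: HEPES pH 7.0, NaCl, Pluronic buffer / Reagent: FP-Rh activity-based fluorescent probe / Control set: S159A mutant high control, sample median low control / Detection: fluorescence polarization with parallel and perpendicular emission, 525/598 nm / Schedule: 45 min + 60 min at 25 °C / Compound dosing: 8.92 µM, single dose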
# GC-B act: human GC-B receptor activators, primary screen, HEK293 GC-B cells, cGMP TR-FRET, EC30 CNP | activation, % at 10 µM | Atrial natriuretic peptide receptor 2 (Homo sapiens), P20594 | 0% at EC30 CNP, 100% saturating CNP | 370,000 tested, 0.11% active;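 active = activation at 10 µM reaching about 35% in either raw or pattern-adjusted values, limit read from the data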
# NR1D1 modulator: modulators of Rev-erb alpha DNA binding, primary screen, biochemical, FITC-DNA, fluorescence polarization, uHTS; activity, % at 10 µM; Rev-erbα–FITC-DNA binding, 90 min; AID 1259318, 2017; 370,000 tested, 0.79% active;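 active = activity above about 14%, limit read from the data; passing the limit was not always enough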;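 also: 0% = DMSO wells with 35 nM protein and 100% = DMSO wells with 750 nM protein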
# * marks the source's active call; other numbers are inactive results; . = not tested or not shown; & = joins results of further samples.
SMILES,rCAG RNA binder,ASAP1 inh,ARFGAP1 inhibitor,PG9 Ab binder,SMARCA2 activ,HTRA1 inhibitor,NPR1 activator,mABHD4 FP,GC-B act,NR1D1 modulator
O=C(COc1ccccc1)Nc1c(Cl)ccc2nsnc12,1.5,-9.9,2.7,-1.2,0.2,2.8,4.1,-0.4,0.5,2.7
Cc1ccc(OCC(O)CNC2CCCC2)c(C)c1 (configuration not stated),1.1,-10.1,3.7,-0.6,-1.6,4.6,4.0,0.5,2.4,8.0
NC(=S)N/N=C/c1ccc(/C=N/NC(N)=S)cc1,-0.5,-7.9,-2.5,-2.5,-3.6,-7.5,-0.7,-7.7,1.8,-0.4
CSc1ccccc1OCc1cc(C(=O)NCC(C)Oc2cccnc2)no1 (configuration not stated),4.3,3.0,2.6,-2.6,3.9,-4.5,10.5,5.3,-0.7,-5.0
COC(=O)[C@]12C[C@H](CC(=O)N3CCN(C(=O)C4CC4)CC3)C(=O)N(CCc3ccc(OC)c(OC)c3)C1=C[C@H](C(C)(C)C)O[C@@H]2C,2.5,.,.,.,-2.9,.,4.1,4.7,-1.8,6.2
Cc1scc(C(=O)Nn2cnnc2)c1-c1ccccc1,.,.,.,.,.,-1.3,1.3,.,-0.8,5.5
N/C(=N\S(=O)(=O)c1cc(C(F)(F)F)cc(C(F)(F)F)c1)c1ccncc1,-7.2,-9.6,-6.9,-1.0,0.1,1.3,1.5,5.0,0.2,-2.5
CCn1c(SC/C=C/c2ccccc2)nnc1-c1cnccn1,-2.7,-0.2,6.1,2.1,-3.9,0.9,-4.0,-2.1,-9.2,-1.3
Brc1cccc(CSc2nnc(-c3ccncc3)o2)c1,-2.3,3.9,-1.7,2.7,-4.6,-6.7,2.5,-6.9,0.4,-2.9
Cc1nc(C)c(N)c(=O)[nH]1,2.7,17.5,10.1,-3.2,-5.0,2.2,0.8,-1.5,-2.8,-4.1
C/C(CC(=O)NC1CCCC1)=N\NC(=O)Cc1csc(N)n1,2.9,1.4,-2.8,0.5,-0.9,0.6,1.3,16.3,2.3,4.8
COc1cccc(C(O)c2ncc(-c3ccc(C(F)(F)F)cc3)[nH]2)c1 (configuration not stated),0.6,-7.8,8.2,-0.3,-2.1,.,-0.8,-12.2,-0.6,-5.8
COc1cccc(-c2nnc(NC(=O)CCS(=O)(=O)c3ccc(C)cc3)o2)c1,5.0,-2.1,-12.0,1.0,-2.2,5.2,1.4,-7.1,-13.9,-7.5
Cc1cc(C)n(CCNC(=O)CCc2nnc(CCc3ccccc3)o2)n1,-5.6,9.0,-10.5,0.9,2.7,-2.0,2.0,2.1,-5.3,1.8
Cc1ccccc1S(=O)(=O)Nc1nc2ccccc2nc1N1CCc2ccccc2C1,35.4*,-6.6,1.9,0.0,0.4,-14.8,-0.1,-10.8,-4.0,0.0
O=C(Cn1cnc2c(OCc3ccccc3)ncnc21)NCc1ccc2[nH]ccc2c1,5.7,2.2,3.4,-0.8,0.0,-6.3,6.2,2.2,5.3,-0.3
Cc1ccc2[nH]c3c(c2c1)CN(C(=O)CN(C)CC1OCCO1)CC3,-1.1,11.4,8.4,0.3,-5.7,0.4,-7.5,-2.1,2.2,-3.3
O=C(COc1ccc2ccccc2c1)N1CCCC1,-2.6,-5.4,23.1,-0.1,3.1,5.3,3.0,-8.0,-6.0,-5.8
COCCN(CCOC)Cc1c(O)ccc2c1O/C(=C\c1ccco1)C2=O,4.2,-11.3,10.3,-5.1,0.3,9.6,5.0,21.7,-2.6,-7.1
CCCCCCCCCCS(=O)(=O)N/N=C/c1ccc(O)cc1,12.6,11.2,2.3,-2.8,-2.5,-46.8,3.6,-41.7,-4.5,-0.1
CC1=CCP(=O)(c2ccccc2)C1 (configuration not stated),0.6,3.1,-9.4,-0.2,-0.3,-2.1,0.4,-2.2,1.5,3.0
Cc1cc(C=C2C(=O)CCCC2=O)c(C)n1-c1ccccc1,14.8,-3.9,4.8,-1.3,-2.1,17.3,6.1,7.4,-3.8,-6.3
O=C(CNC(=S)N(Cc1ccccc1Cl)C1CCCC1)NCCN1CCOCC1,-0.1,1.8,-10.9,-1.0,-1.9,1.6,-3.7,1.8,-0.4,0.9
CC(C)NC(=O)C1(C)CCCN1Cc1ccccc1 (configuration not stated),0.4,8.8,3.5,0.2,0.7,.,-3.4,10.2,-6.3,-6.3
Cc1ccc(-c2nnn(CC(=O)N3CCCCC3)n2)c(-n2cnnn2)c1,5.5,0.7,7.4,-0.1,-8.0,0.9,4.6,-8.8,4.7,0.5

# Next part.
SMILES,rCAG RNA binder,ASAP1 inh,ARFGAP1 inhibitor,PG9 Ab binder,SMARCA2 activ,HTRA1 inhibitor,NPR1 activator,mABHD4 FP,GC-B act,NR1D1 modulator
CC1(C(=O)NCc2ccccc2)CN(S(C)(=O)=O)CC(=O)N1CCCN1CCOCC1 (configuration not stated),1.2,6.4,-2.0,-1.2,3.1,.,0.3,1.8,3.9,-2.1
CC(C)(C)c1nn(-c2ccccc2)c2[nH]c(=O)c(CNCc3ccc4c(c3)OCO4)cc12,4.8,14.1,-1.3,-0.5,-1.6,-2.8,7.6,0.5,8.5,-2.7
Cc1ccc([N+](=O)[O-])cc1NC(=S)NC(=O)c1cccs1,0.2,-6.8,-9.7,-2.0,4.2,1.9,1.9,-3.4,-8.6,1.6
COc1ccc(CNC(NC(=O)c2ccccc2)(C(F)(F)F)C(F)(F)F)cc1,-1.2,3.6,3.2,-0.5,-1.5,1.2,1.4,10.1,1.9,1.3
COc1ccccc1NC(=O)C(C)OC(=O)c1ccc(-n2cnnn2)cc1 (configuration not stated),-8.6,7.1,14.3,-1.0,-1.6,-8.2,-1.6,-2.1,-5.4,0.3
CCOC(=O)N1CCN(C(=S)NC(=O)c2ccc(F)cc2)CC1,0.5,-2.7,-4.8,0.1,-3.0,.,1.5,3.0,-0.9,3.8
O=C(COC(=O)c1cccc(C(F)(F)F)c1)NCc1ccccc1,-2.4,6.7,9.1,-0.2,-2.5,0.9,-2.5,-0.2,1.5,-4.9
Nc1ccccc1Nc1cccc(C(F)(F)F)c1,-3.0,6.7,-13.3,0.3,1.4,-5.1,0.0,4.4,-2.7,-3.1
Cc1cc(C(=O)Nc2cccc(NC(=O)c3ccco3)c2)ccc1[N+](=O)[O-],1.4,5.5,2.2,-1.3,-1.0,-12.7,7.5,-5.0,7.9,-4.9
C[C@@H]1CN([C@@H](C)CO)C(=O)CCCn2nncc2CO[C@@H]1CN(C)S(=O)(=O)c1ccc(-n2cccn2)cc1,3.9,-0.7,7.9,-1.6,4.3,4.7,3.6,3.0,1.9,5.0
Cc1ccc(-n2ncc3c2CC(C)(C)CC3NC(=O)c2c(C)noc2C)cc1 (configuration not stated),-6.7,3.9,0.4,0.6,2.5,-9.6,-3.4,-6.5,5.4,-12.1
COc1ccccc1C(=O)NC(=Nc1nc2ccccc2o1)NC(=O)c1ccccc1OC,1.3,-9.7,-4.5,-3.0,2.9,-10.0&-11.0,0.5,-1.5,-0.5,-6.7
COC(=O)c1ccc(S(=O)(=O)NCc2ccccc2)n1C,-2.3,3.0,-10.4,1.3,-1.8,1.9,-0.8,1.3,1.7,4.0
COCCNC(=O)Cn1nc(-c2ccc(Cl)cc2)c2ccccc2c1=O,1.7,0.7,-9.9,1.3,-3.3,1.7,-2.5,-3.6,1.7,-5.0
Nc1cc2c(cc1Cl)N(Cc1ccccc1)C(=O)CO2,4.8,11.0,-13.4,0.2,-1.4,0.3,0.3,-5.4,-4.5,0.1
CSc1ccc(C(c2c(C(=O)O)[nH]c3ccccc23)c2c(C(=O)O)[nH]c3ccccc23)cc1,89.1*,-10.6,-35.0,-6.3,1.5,-18.1,0.5,46.2*,-2.5,-4.6
Cc1cc(C)n(C(C)CC(=O)Nc2ccc3c(c2)OCCO3)n1 (configuration not stated),-2.5,7.1,7.2,-1.5,-1.5,-4.3,1.1,2.2,4.3,2.0
S=C(c1cn(CCOc2ccccc2)c2ccccc12)N1CCCC1,-0.4,-4.5,-8.7,2.4,-10.5,-18.2,1.5,-2.2,-0.4,2.9
c1csc(CNc2ncnc3sccc23)c1,3.1,-12.2,15.6,-1.3,-4.9,-7.6,3.4,-1.3,1.3,3.5
CCOc1cc(C(=O)N/N=C/c2ccoc2)cc(OCC)c1OCC,-6.5,4.2,14.6,0.8,-2.4,-4.0,0.6,3.4,2.7,2.1
CCOC(=O)c1ccc2c(c1)nc(SCC(=O)N1CCOCC1)n2CC,-5.9,-5.2,8.4,-2.2,3.8,-3.8,0.3,2.1,1.3,-2.8
C=CCC(C#Cc1ccccc1)N(C)C (configuration not stated),-5.2,-16.8,-4.2,0.3,-0.1,5.6,1.3,-4.1,5.2,-2.7
CC(C)Oc1cc(F)ccc1-c1cc(C(=O)NCC2CCCCC2)[nH]n1,1.1,9.1,8.2,0.2,-2.2,.,1.8,-11.9,4.0,-2.5
COc1cccc(-c2c(C(=O)N/N=C/c3sccc3C)nnn2-c2nonc2N)c1,9.1,-5.4,6.4,-1.1,-0.6,-4.4,2.5,-8.9,0.8,0.4
CCOC(=O)N1CCN(S(=O)(=O)CCNC(=O)c2ccc(F)cc2)CC1,-5.0,5.0,2.6,-0.2,-0.2,7.5,0.8,1.4,5.4,-2.0
O=C(Nc1ccc(F)cc1)C1CCN(C(=O)c2ccc([N+](=O)[O-])cc2)CC1,0.4,5.7,-11.0,-3.3,1.9,-0.7,1.8,3.0,-1.2,-2.3
COc1ccc(CNC(=O)Cn2nc(C)c3c(C)n(-c4ccc(C)cc4)nc3c2=O)cc1OC,-0.1,2.3,4.8,-1.5,1.9,-0.2,1.8,-1.6,1.1,0.7
CCCn1c(SCC(=O)c2c(C)[nH]c(C)c2C(=O)OCC)nc2ccccc21,-5.6,-7.7,4.1,-2.1,0.1,-2.6,-4.0,3.3,-7.3,-4.5
CCCC(=O)N(Cc1cc(=O)[nH]c2ccccc12)c1ccc(OC)cc1,-5.9,9.1,-4.7,-0.9,-1.9,-2.5,-14.1,-1.9,6.0,0.1

# Grouped by structure, the entries above containing a tert-butyl group
SMILES,rCAG RNA binder,ASAP1 inh,ARFGAP1 inhibitor,PG9 Ab binder,SMARCA2 activ,HTRA1 inhibitor,NPR1 activator,mABHD4 FP,GC-B act,NR1D1 modulator
COC(=O)[C@]12C[C@H](CC(=O)N3CCN(C(=O)C4CC4)CC3)C(=O)N(CCc3ccc(OC)c(OC)c3)C1=C[C@H](C(C)(C)C)O[C@@H]2C,2.5,.,.,.,-2.9,.,4.1,4.7,-1.8,6.2
CC(C)(C)c1nn(-c2ccccc2)c2[nH]c(=O)c(CNCc3ccc4c(c3)OCO4)cc12,4.8,14.1,-1.3,-0.5,-1.6,-2.8,7.6,0.5,8.5,-2.7
